Source: PubChem BioAssay (several laboratories)
HGIII-sPLA2 inh = human group III sPLA2 inhibitors, primary screen, biochemical, QFRET, BODIPY PC-A2 liposome substrate | Group 3 secretory phospholipase A2 (Homo sapiens), Q9NZ20 | QFRET BODIPY PC-A2 liposome hydrolysis, fluorescence | inhibition, % at 12.2 µM | hit rate 0.56% among 370,000;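 active = inhibition above mean plus 3 SD of compounds lying within the high and low control bounds, cut at about 19% in these data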;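 note: 0% = median of test compound wells and 100% = no enzyme DMSO wells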
Target sequence (Q9NZ20 whole entry, looked up): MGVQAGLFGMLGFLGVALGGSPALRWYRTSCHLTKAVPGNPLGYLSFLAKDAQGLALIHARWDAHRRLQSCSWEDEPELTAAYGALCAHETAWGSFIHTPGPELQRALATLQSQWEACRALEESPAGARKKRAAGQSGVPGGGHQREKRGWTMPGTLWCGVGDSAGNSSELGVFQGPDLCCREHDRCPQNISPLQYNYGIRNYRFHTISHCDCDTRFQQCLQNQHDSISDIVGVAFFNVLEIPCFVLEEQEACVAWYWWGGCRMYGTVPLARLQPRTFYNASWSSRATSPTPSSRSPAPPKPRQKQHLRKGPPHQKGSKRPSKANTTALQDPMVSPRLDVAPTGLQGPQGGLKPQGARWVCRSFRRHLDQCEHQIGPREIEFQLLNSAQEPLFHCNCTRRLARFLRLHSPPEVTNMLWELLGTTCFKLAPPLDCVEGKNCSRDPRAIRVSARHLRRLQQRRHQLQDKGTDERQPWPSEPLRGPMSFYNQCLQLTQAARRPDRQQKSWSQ
PLC-beta3 inh = human PLC-beta3 inhibitors, primary screen, biochemical, fluorescence; hit rate 0.18% among 370,000; 1-phosphatidylinositol 4,5-bisphosphate phosphodiesterase beta-3 (Homo sapiens), Q01970; AID 720704, 2013; Purified PLC-beta3, fluorogenic substrate; inhibition, % at 12.2 µM; in the data active = inhibition above about 11%;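 note: 0% = median of compound wells on plate and 100% = full blocker control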
Rev-erbA mod = modulators of Rev-erb alpha DNA binding, primary screen, biochemical, FITC-DNA, fluorescence polarization, uHTS; AID 1259318, 2017; activity, % at 10 µM; Nuclear receptor subfamily 1 group D member 1 (Homo sapiens), P20393; hit rate 0.79% among 370,000; Rev-erbα–FITC-DNA binding, 90 min;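 active = activity above about 14%, limit read from the data; passing the limit was not always enough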;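 note: 0% = DMSO wells with 35 nM protein and 100% = DMSO wells with 750 nM protein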
hgDAF-12 ag = H. glycines DAF-12 receptor agonists, primary screen, cell-based, luminescence, HEK293, GAL4 fusion, UAS-luciferase; Nuclear hormone receptor DAF-12 (Heterodera glycines), GAL4 fusion; HEK293 GAL4-hgDAF12 UAS-luciferase reporter, agonist luminescence; normalized to butyrate control; activation, % at 6.8 µM; hit rate 1.8% among 370,000;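 active = activation above a cutoff set at the mean of all screened compounds plus 3 SD, cut at about 10% in these data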;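 note: 0% = DMSO wells and 100% = sodium butyrate wells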
PG9 Ab binder = binders of HIV-1 gp120 antibody PG9, primary screen, biochemical, TR-FRET. HIV-1 gp120 / PG9 antibody interaction. TR-FRET gp120-PG9 antibody binding. inhibition, % at 6.7 µM. hit rate 0.43% among 360,000. AID 624416, 2012; in the data active = inhibition above about 8.5%
ssDAF-12 act = S. stercoralis DAF-12 nuclear receptor activators, primary screen, cell-based, luminescence, HEK293, GRIP1 co-expression, lit1-tk-luc | Nuclear hormone receptor DAF-12 (Strongyloides stercoralis) | HEK293 ssDAF-12/GRIP1 lit1-tk-luc reporter; % of 3 µM dafachronic acid response | activation, % at 6.8 µM | hit rate 1% among 370,000 | AID 652126, 2013;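 active = activation above the mean over all tested compounds plus 3 SD, cut at about 0.9% in these data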;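 note: 0% = DMSO-only wells and 100% = 3 µM delta7-dafachronic acid wells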
DAX1 inh-1 = DAX1 (NR0B1) inhibitors, primary screen, cell-based, HEK293, Gal4-DAX1, luciferase luminescence. HEK293 Gal4-DAX1 luciferase reporter. hit rate 0.99% among 340,000. Nuclear receptor subfamily 0 group B member 1 (Homo sapiens), P51843. inhibition, % at 6.75 µM. AID 504766, 2011;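 active = inhibition above the mean over all tested compounds plus 3 SD, cut at about 4.2% in these data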;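 note: 0% = DAX1-transfected cells with DMSO and 100% = empty-vector control cells with DMSO; inhibition shows as a rise in luminescence from relieved DAX1 repression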
Target sequence (P51843 207-470 limits assumed): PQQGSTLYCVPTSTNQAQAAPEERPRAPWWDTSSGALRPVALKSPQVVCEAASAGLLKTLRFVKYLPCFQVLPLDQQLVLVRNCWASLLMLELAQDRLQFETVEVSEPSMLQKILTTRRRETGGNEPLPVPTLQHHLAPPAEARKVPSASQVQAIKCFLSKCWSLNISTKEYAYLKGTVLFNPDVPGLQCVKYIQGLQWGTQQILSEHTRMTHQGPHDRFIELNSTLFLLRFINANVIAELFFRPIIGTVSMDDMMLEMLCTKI
DAX1 inh-2 = DAX1 (NR0B1) inhibitors on StAR promoter, primary screen, cell-based, luminescence, SF-1 (NR5A1), full-length DAX-1. inhibition, % at 6.8 µM. AID 652010, 2013. hit rate 1.1% among 370,000. HEK293T StAR-luciferase reporter, SF-1/DAX-1 repression relief;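 active = inhibition above the mean over all tested compounds plus 3 SD, cut at about 3.6% in these data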;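 note: 0% = DAX-1 cells with DMSO and 100% = cells lacking DAX-1 with DMSO; higher inhibition means more luminescence from relief of DAX-1 repression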
SMARCA2 act = SMARCA2 (BRM) function activators, primary screen, cell-based, luminescence, high throughput; MG213 cells, MMTV-luciferase reporter, dexamethasone, overnight; AID 652017, 2013; hit rate 1% among 370,000; activation, % at 9.1 µM; in the data active = activation above about 7.8%;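 note: 0% = vehicle wells and 100% = reference activator wells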
GAA850 FXN act = FXN promoter activators, primary screen, cell-based, luciferase luminescence, HEK293 lucGAA850 | activation, % at 6 µM | HEK293 lucGAA850 FXN promoter luciferase reporter, 24 h; percent of 10 µM SAHA response | hit rate 0.56% among 360,000;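 active = activation above the average of all compounds screened plus 3 SD, cutoff fixed separately per campaign, cut at about 7.5% in these data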;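 note: 0% = DMSO wells and 100% = 10 µM SAHA wells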
hcDAF12 agonist = H. contortus DAF-12 nuclear receptor activators, primary screen, cell-based, luminescence, HEK293, lit1-tk-luc reporter; HEK293 hcDAF-12 lit1-tk-luc reporter; 0% DMSO, 100% Δ7-dafachronic acid; activation, % at 6.8 µM; hit rate 1.4% among 370,000; AID 652067, 2013;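 active = activation above the mean of all tested compounds plus 3 SD, cut at about 5.5% in these data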;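 note: 100% = response to 3 µM Δ7-dafachronic acid high control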
Active calls of the source: *; . = no result given.

item	canonical_smiles	PG9 Ab binder	HGIII-sPLA2 inh	DAX1 inh-1	SMARCA2 act	ssDAF-12 act	DAX1 inh-2	hcDAF12 agonist	hgDAF-12 ag	Rev-erbA mod	GAA850 FXN act	PLC-beta3 inh
1	CCOc1ccc(S(=O)(=O)N(C)c2ccc(OCC(=O)NCc3ccc(C(=O)OC)cc3)cc2)cc1	-2.1	-21.5	-1.9	-1.2	-0.9	-0.4	-1.9	-2.2	2.3	2.0	-9.6
2	O=S(=O)(NCc1ccc(Cl)cc1)c1cnc[nH]1	1.0	-11.5	-1.2	-4.0	-0.5	0.0	-0.2	0.4	3.4	1.4	0.3
3	COc1cc2c(cc1NC(=O)CSc1nnc(-c3ccccc3F)n1-c1ccc(C)cc1)oc1ccccc12	.	12.7	.	-3.3	-0.6	0.6	2.1	5.1	5.0	.	-0.2
4	CCN(CC(=O)NC(C)(C)C)C(=O)CN1c2cccc3cccc(c23)S1(=O)=O	-2.2	-4.9	-1.0	-2.0	-0.3	-0.4	-1.9	-1.3	-3.5	-1.7	-297.9
5	CCOC(=O)c1sc2nc3c(cc2c1N)COC(C(C)C)C3 (stereo unspecified)	-0.1	3.5	4.3*	1.1	-1.1	1.6	0.2	3.2	16.8	-2.4	-18.3
6	COc1ccccc1CC(NC(C)=O)C(=O)NC1CCN(C(=O)Nc2ccccc2Cl)CC1 (stereo unspecified)	0.6	1.0	0.3	-1.2	-1.7	-0.5	0.0	-0.8	0.4	-0.2	-4.0
7	COc1ccccc1CNS(=O)(=O)c1ccc2c(c1)N(C(C)=O)CCO2	-1.0	1.9	0.1	-5.0	-1.4	-0.4	0.5	-1.3	2.5	0.3	-3.5
8	CCOC(=O)Cn1cc(/C=C(/C#N)C(=O)NC(C)C)c2ccccc21	-2.5	9.4	-0.6	-1.1	-1.9	0.3	0.4	0.1	-0.1	1.1	-7.1
9	CCOC(=O)C(NCCOC)(NC(C)=O)C(F)(F)F (stereo unspecified)	-0.7	2.3	-1.9	0.7	-1.3	0.0	-1.2	-0.1	-4.9	-0.2	-6.3
10	N#CNC1=NCN(CCc2ccccc2)CN1	0.1	1.3	0.5	-0.8	-0.9	0.1	-2.2	-1.7	4.1	0.3	-0.6
11	O=C(CCN1C(=O)S/C(=C/c2ccc(F)cc2)C1=O)Nc1ccc(O)c(C(=O)O)c1	-1.0	-11.2	0.2	-1.8	-0.9	-0.1	0.2	-2.1	-2.3	0.4	-26.8
12	COc1ccc(N2CCN(CCNC(=O)C3CC(=O)N(C4CCCC4)C3)CC2)cc1 (stereo unspecified)	-2.5	-3.1	-0.5	-2.5	-1.2	-0.3	1.1	-0.5	3.1	0.9	-0.2
13	Cc1ccc(NC(=O)Cn2nnc(-c3ccccc3NC(=O)c3cccs3)n2)cc1	1.6	1.5	-2.9	-4.0	-1.5	-1.9	-0.3	0.0	-3.0	-4.9	-2.0
14	COc1cccc(OC)c1NC(=O)OCCN1CCCC12CCC(c1ccccc1)CC2 (stereo unspecified)	.	-7.1	.	.	-1.4	.	-1.4	-3.4	-8.1	.	0.4
15	Cc1ccc(C)c(NC(=O)C(CC(=O)O)C2CCCO2)c1 (stereo unspecified)	0.1	-1.8	-0.1	-0.1	-0.6	-0.4	-0.6	-0.5	4.4	1.8	-5.2
16	CCN(CCO)CC1CCCC2CCCCC21 (stereo unspecified)	-0.4	-3.5	.	-1.6	-0.3	0.0	0.2	-0.6	-5.7	.	2.6
17	COC(=O)[C@]12C[C@H](CC(=O)NCC34CC5CC(CC(C5)C3)C4)C(=O)N(Cc3cccc4ccccc34)C1=C[C@H](C(C)(C)C)O[C@@H]2C	.	-5.0	.	-2.4	-1.3	-0.8	-1.3	3.2	-1.0	.	4.3
18	O=C1CN(C(=O)c2cc3ccccc3oc2=O)C(c2ccccc2)c2cc(F)ccc2N1 (stereo unspecified)	-0.3	5.5	1.8	0.1	-1.3	-0.3	0.4	0.3	-1.7	2.2	-1.8
19	CC(C)NC(=O)C1(C)CCN1C(=O)c1ccccc1F (stereo unspecified)	-0.4	1.7	.	0.2	-1.0	0.7	1.3	-1.6	5.2	0.7	1.8
20	CC(C)(C)NC(=O)C(c1ccc(O)cc1)N(Cc1ccco1)C(=O)CCC(=O)Nc1ccccn1 (stereo unspecified)	-2.3	-14.4	0.1	4.0	-0.6	0.0	-1.7	-0.9	-3.5	-4.5	-2.2
21	COc1cccc(CN(C)C(=O)c2cc(COc3ccc(-n4cncn4)cc3)on2)c1	1.7	-17.3	-0.6	-4.0	-1.9	-6.7	-4.5	-4.9	6.0	1.6	2.3
22	CCOC(=O)[C@@]12CCCC=C1N(CCc1ccc(Cl)cc1)C(=O)[C@H]2CC(=O)N1CCCC1	.	0.6	.	-5.6	-2.1	-4.2	-4.2	-6.2	4.1	.	-1.9
23	COCCNC(=O)c1cc2c(=O)n3cccc(C)c3nc2n1C	2.0	12.9	-0.1	-2.6	-0.6	0.1	-2.1	1.4	-6.3	-2.5	-207.2
24	COc1ccc(C(=O)NCC(=O)NCc2cc(=O)n(C)c(=O)n2C)cc1	-3.0	12.4	1.2	-1.1	-0.9	-0.8	-2.1	1.5	-5.3	-2.1	9.9
25	COc1ccc(C(=O)N/C(=C/c2cccs2)c2nc3ccccc3[nH]2)cc1OC	-12.4	-1.7	-0.9	-0.7	-0.8	-0.6	1.0	0.0	0.0	6.1	-23.6
26	Cc1[nH]c2ccc(C(=O)N3CCC(C(N)=O)CC3)cc2c1C	1.1	0.5	-0.8	0.8	0.2	1.2	0.2	5.7	-14.3	3.1	-0.2
27	C[C@@H]1CN([C@@H](C)CO)C(=O)CCCn2nncc2CO[C@@H]1CN(C)S(=O)(=O)c1cccs1	0.4	-2.7	3.7	-1.0	-1.5	1.0	-0.8	-0.3	4.2	-0.2	2.6
28	COc1ccc(N2CC(C(=O)Nc3ccc(S(=O)(=O)Nc4nc(C)cc(C)n4)cc3)CC2=O)cc1 (stereo unspecified)	-2.9	-7.2	-0.5	9.4*	-0.7	-0.8	0.1	1.1	-3.4	0.7	5.8
29	COc1ccc(OCCSc2nnc(CCNC(=O)c3ccc(Cl)c(Cl)c3)n2C)cc1	0.8	3.2	0.4	-4.8	-0.8	0.2	-0.6	0.8	0.3	-3.4	1.6
30	Cc1nc(N2CCN(Cc3ccccc3)CC2)nc2c1C(=O)CC(c1ccco1)C2 (stereo unspecified)	-0.3	-7.2	-0.9	-1.0	-1.5	-0.8	-1.2	-0.1	-3.4	3.5	-4.4

An excerpt from above in order of their number in PG9 Ab binder, falling:
entry | Molecule | PG9 Ab binder
21 | COc1cccc(CN(C)C(=O)c2cc(COc3ccc(-n4cncn4)cc3)on2)c1 | 1.7
27 | C[C@@H]1CN([C@@H](C)CO)C(=O)CCCn2nncc2CO[C@@H]1CN(C)S(=O)(=O)c1cccs1 | 0.4
16 | CCN(CCO)CC1CCCC2CCCCC21 (stereo unspecified) | -0.4

Continued.
item	canonical_smiles	PG9 Ab binder	HGIII-sPLA2 inh	DAX1 inh-1	SMARCA2 act	ssDAF-12 act	DAX1 inh-2	hcDAF12 agonist	hgDAF-12 ag	Rev-erbA mod	GAA850 FXN act	PLC-beta3 inh
31	O=c1cc(CN2CCCc3ccccc32)nc2sccn12	-2.6	-5.1	-0.1	2.4	0.6	0.1	4.5	2.8	1.1	0.9	-114.8
32	Cc1cccc(OCCCOc2cccc3cccnc23)c1C	-2.7	-20.3	0.1	2.0	-1.6	-0.4	-2.5	-0.5	1.3	3.4	-11.6
33	NS(=O)(=O)c1ccc(NC(=O)COC(=O)COc2cccc(C(F)(F)F)c2)cc1	1.3	12.6	1.9	-1.8	-1.4	-0.2	-0.4	0.4	-5.1	2.9	-4.8
34	CCOc1ccc(N2C(=O)/C(=C/c3cc(OC)c(OC)c(OC)c3)N(CC(=O)OC)C2=S)cc1	1.3	-9.9	-1.5	-2.3	-0.3	-0.9	-4.5	-3.5	-1.2	0.5	-6.0
35	COc1cc(C(C[N+](=O)[O-])c2c(N)n(C)c(=O)n(C)c2=O)ccc1O (stereo unspecified)	-3.4	2.8	1.2	2.5	-1.0	1.2	4.7	-1.7	0.2	-1.5	-1.0
36	CNC(=S)N/N=C(\C)c1ccccc1	-1.1	9.2	1.4	-3.0	-1.6	0.4	-1.3	-1.6	-0.7	1.3	-6.5
37	COC(=O)C1=C(C)N(C)C(=O)NC1c1ccsc1 (stereo unspecified)	-2.5	4.4	0.1	-2.6	-1.5	-0.7	0.2	-0.3	-2.8	1.2	3.5
38	CCc1ccccc1NC(=O)CSc1nnc([C@@H](NC(=O)OC(C)(C)C)C(C)CC)o1 (stereo partly specified)	-1.5	-10.2	0.2	1.1	-0.8	-1.2	0.1	1.0	-3.8	-2.5	1.7
39	O=S1(=O)CCN(Cc2cccc(Cl)c2)CC1	-0.7	4.2	-0.4	-1.7	-0.7	-0.1	-0.6	2.0	-2.2	0.5	-0.3

Not a hit list; 7% or so of the library scored in one or more.
